# Bioassay records (PubChem BioAssay)
# Plk1 PBD FP = inhibitors of human Plk1 polo box domain binding; P53350; inhibition, %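 (tested at about 20 µM)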; AID 693; 97,000 compounds, 0.13% hits; Plk1 PBD phosphopeptide binding, fluorescence polarization; in the data active means inhibition above about 34%, passing the limit was not always enough
# Target sequence (P53350 whole entry, looked up, the tested form may be a part): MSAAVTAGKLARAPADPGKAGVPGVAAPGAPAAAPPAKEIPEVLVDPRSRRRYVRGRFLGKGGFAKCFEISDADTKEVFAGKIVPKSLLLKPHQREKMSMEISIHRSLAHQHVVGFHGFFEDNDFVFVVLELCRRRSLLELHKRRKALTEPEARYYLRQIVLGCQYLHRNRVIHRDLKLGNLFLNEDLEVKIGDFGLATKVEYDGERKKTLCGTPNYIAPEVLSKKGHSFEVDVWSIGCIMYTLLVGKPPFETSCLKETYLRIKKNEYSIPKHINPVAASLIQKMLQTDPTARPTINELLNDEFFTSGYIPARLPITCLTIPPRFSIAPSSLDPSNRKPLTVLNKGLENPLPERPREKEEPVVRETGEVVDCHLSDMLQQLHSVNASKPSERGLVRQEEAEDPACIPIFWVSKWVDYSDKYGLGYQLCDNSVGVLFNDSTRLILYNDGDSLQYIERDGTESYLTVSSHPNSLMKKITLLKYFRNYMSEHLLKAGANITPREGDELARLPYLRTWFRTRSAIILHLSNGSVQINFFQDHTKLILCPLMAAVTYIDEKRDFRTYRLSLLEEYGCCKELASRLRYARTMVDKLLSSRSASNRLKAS
# CD11b adhes enh = CD11b/CD18-fibrinogen binding enhancement; P05107+P11215; K562 CD11b/CD18 adhesion to fibrinogen, ATPlite luminescence; activation, % at 10 µM; 93,000 compounds, 0.07% hits; AID 1499;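 active means 10 µM primary screen giving 50% or more activity, confirmed by 40% or more on retest at that dose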; further: strong numbers were not always called active
# Rev-RRE block = disrupts HIV-1 Rev binding to RRE RNA. P05866. Rev peptide-RRE RNA binding, FRET. AID 704. inhibition, % at 8 µM. 97,000 compounds, 0.79% hits;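 active means inhibition above the screen-wide mean plus 3 SD, cut at about 35% in these data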;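 further: 0% = median DMSO wells and 100% = median Neomycin B control wells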
# Target sequence (P05866 whole entry, looked up): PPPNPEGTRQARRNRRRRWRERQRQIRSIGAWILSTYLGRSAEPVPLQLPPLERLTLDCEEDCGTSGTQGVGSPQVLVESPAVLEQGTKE
#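 Assay system: Rev peptide and RRE RNA, both fluorescently labelled; times: 5 min preincubation and 15 min binding, 25 °C; detection: FRET, ex 480 nm, em 540 and 671 nm; read-out basis: % inhibition from 671/540 nm acceptor-to-donor ratio, scaled between controls; benchmarks: DMSO low control, neomycin B high control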
# FAK inh = blocks human focal adhesion kinase activity; Q05397; biochemical FAK kinase activity assay; inhibition, %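 (tested at 7 µM)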; 97,000 compounds, 0.84% hits; in the data active means inhibition above about 19%;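 further: 0% = DMSO and 100% = reference compound high control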
# ERb SRC1 inh = blocks coactivator binding to human estrogen receptor beta; Q92731; TR-FRET ER-beta LBD / SRC1-Cy5 peptide binding; receptor agonist-loaded with 1 µM estradiol; inhibition, % at 25.6 µM; 86,000 compounds, 1.3% hits;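 active means compounds whose percent inhibition of the receptor-coactivator binding signal exceeds about 50% in the single-dose screen, limit read from the data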;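 further: 0% = receptor plus peptide wells without compound and 100% = peptide-only wells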
# PLK1 inh = PLK1 (human) kinase inhibition; P53350; 97,000 compounds, 0.53% hits; recombinant PLK1 kinase, TR-FRET peptide phosphorylation; inhibition, % at 10 µM;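 active means inhibition of 50% or more in the single-concentration screen; inactive means inhibition below 50%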;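 further: 0% = DMSO max control and 100% = H-89 dihydrochloride min control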
# ERa coact pot = ER-alpha (human) coactivator binding potentiation | P03372 | TR-FRET ERalpha-LBD/SRC-Cy5 coactivator binding, 2 h; 100 = basal binding, no effect | coactivator binding (% of control), % at 25.6 µM | 86,000 compounds, 1.3% hits; in the data active means activity above about 200%;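 further: binding measured in presence of low estradiol as agonist stimulus; 0% = peptide alone without receptor and 100% = receptor with peptide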
# Mac1 fbg inh = CD11b/CD18-fibrinogen binding inhibition. K562 CD11b/CD18 adhesion to fibrinogen, ATPlite luminescence; Mn2+ added to activate the integrin. inhibition, % at 10 µM. AID 1497. P05107+P11215. 93,000 compounds, 0.54% hits;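 active means primary inhibition of 50% or more at 10 µM, then 40% or more on retest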; further: some results filed as inactive read as strong as hits
# ERa coact inh = ER-alpha (human) coactivator binding inhibition; TR-FRET ER-alpha LBD / SRC-1 peptide, estradiol-bound; inhibition, % at 25.6 µM; 86,000 compounds, 1.7% hits; in the data active means inhibition above about 50%;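 further: 0% = receptor plus peptide control and 100% = peptide only without receptor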
# * = called active by the depositor; / = not tested or not shown; [ ] = dose if it differs, or a comment.
molecule	Plk1 PBD FP	CD11b adhes enh	Rev-RRE block	FAK inh	ERb SRC1 inh	PLK1 inh	ERa coact pot	Mac1 fbg inh	ERa coact inh
COC(=O)CSc1nc2ccc(C)cc2[nH]1	-9	/	0	-4	-7	-1	82	/	8
CC(=O)NCCn1c(SCc2cc(=O)n3cc(Cl)ccc3n2)nc2ccccc2c1=O	3	-3	7	3	/	-7	/	-1	/
CN1CCN(C(=O)c2ccc(-n3cccc3)cc2)CC1	-9	/	5	-10	/	-8	/	/	/
CCOC(=O)CNC(=O)c1sc2nc(C)cc(C)c2c1N	2	-1	-3	0	-5[fluorescence artefact?]	-11	134	-17	-5
CC(O)c1nc2ccccc2n1CCOc1ccccc1 (stereo not drawn)	6	/	1	-1	-3	-14	92	/	4
CC(/C=N/O)Cc1ccc2c(c1)OCO2 (stereo not drawn)	-9	/	8	0	/	40	/	/	/
CCOc1nc(C)ccc1-c1noc(C)n1	4	-6	5	-3	-9	-13	110	1	-5
COc1ccccc1NC(=O)Cc1csc(NC(=S)Nc2ccccc2)n1	11	-3	5	10	/	-11	/	-9	/
Cc1cc(=O)n2c(nc3ccccc32)[nH]1	-6	/	4	1	4	-7	83	/	19
Cc1ccc2c(c1)NC(C(C)(C)C)CO2 (stereo not drawn)	3	2	-1	-4	14	-7	108	-24	-3
CCn1c(SCC(=O)N2CCCc3ccccc32)nc2c1c(=O)n(C)c(=O)n2C	12	-4	5	-4	-8[fluorescence artefact?]	-7	106	-15	3[fluorescence artefact?]
COC(=O)COC(=O)c1ccc(-n2nnnc2SC)cc1	-1	4	6	0	-8	4	119	-4	-2
CCCCCNC(=O)C(C#N)c1nc2ccccc2nc1N1CCCC1 (stereo not drawn)	-5	21	6	-2	-3	-4	111	-10	-2
CCOC(=O)c1[nH]c2ccc(OC)cc2c1NC(=O)C(C)N1CCC2(CC1)OCCO2 (stereo not drawn)	-6	-2	6	-2	3	1	123[fluorescence artefact?]	6	-3
Nc1ccc(C(=O)OCc2nc3ccccc3[nH]2)cc1	-19	1	8	-2	-2	-6	169	-6	-3
COc1ccccc1N1CCN(Cc2cccs2)CC1	12	5	0	0	2	11	99	-7	-2
O=C(NCc1ccccc1)c1c[nH]c2cc3c(cc2c1=O)OCCO3	-5	/	8	0	-21[fluorescence artefact?]	-7	82	/	-17
Cc1cc(C)c(S(=O)(=O)NCCCN2CCOCC2)cc1Br	12	3	1	0	/	-11	/	-6	/
O=C(NC(=S)Nc1ccc(S(=O)(=O)N2CCCCC2)cc1)c1ccc(Cl)cc1	-7	1	-1	1	/	-13	/	40	/
CCN(CC)S(=O)(=O)c1ccc2oc(C(=O)NC(C)C)c(C)c2c1	/	0	/	/	2[fluorescence artefact?]	/	110[fluorescence artefact?]	-25	-8
CC(=O)Nc1nc(-c2ccc(Br)s2)cs1	2	-1	3	-2	2	-10	110	-4	0
COc1ccc(S(=O)(=O)N2CCC(C(=O)NCC3CCCO3)CC2)cc1C (stereo not drawn)	-9	/	10	0	-3	-7	115	/	-7
Cc1ccccc1NC(=O)NCC1CCCO1 (stereo not drawn)	2	-2	1	1	-6	2	79	-6	-6
CC(C)CC(=O)N=C1SC2CS(=O)(=O)CC2N1CCc1ccccc1 (stereo not drawn)	-16	1	12	2	3	-10	121	-3	-6
COC(=O)c1cc2ccsc2n1Cc1nc(-c2ccc(OC)cc2)oc1C	18	19	7	0	21	-2	103	17	9
O=C(OCCCN1CCCCC1)c1ccc(O)cc1	18	/	7	-3	/	-8	/	/	/
c1cnc2ccc(C(c3nnnn3C3CCCCC3)N3CCCCC3)cc2c1 (stereo not drawn)	20	/	12	-2	-3	-8	112	/	-13
Cc1csc(SCC(=O)NC2CCCCC2)n1	9	-2	0	2	7[fluorescence artefact?]	-1	113	4	7[fluorescence artefact?]
N#Cc1c2n(c3c(=O)n(Cc4ccccc4Cl)cnc13)CCCCC2	-7	-1	3	1	-5	7	116	8	-2
Cc1ccc2c(N)c(C(=O)N(c3ccccc3)c3ccccc3)sc2n1	-9	/	6	0	5	-3	88	/	-1
OCCN1CCN(c2ncnc3ccc(Br)cc23)CC1	-11	-1	5	4	1	79*	106	12	6
CC(C)Cn1c(N)c(C(=O)COC(=O)c2ccc3ccccc3n2)c(=O)n(C)c1=O	-4	/	-4	-2	0	-10	100	/	0
CC(C)=CCCC(C)NC(=O)NC1CCCCC1 (stereo not drawn)	-2	/	-2	-6	-8[fluorescence artefact?]	0	112	/	-8
Cc1ccc(CNc2nc(C)nc3sc4c(c23)CCC4)cc1	-16	2	10	-1	-2	0	88	-9	-2
CSc1n[nH]c(NCc2ccc(C)cc2)n1	-27	/	12	2	0	-13	107	/	-9
COc1ccc(N2C(=O)/C(=C/c3ccc([N+](=O)[O-])cc3)C=C2c2ccccc2)cc1	11	3	-5	-6	7	-6	119	-11	1
COc1ccc(-c2noc(Cc3ccccc3OC)n2)cc1	-29	0	8	1	-2[fluorescence artefact?]	-8	113	2	7[fluorescence artefact?]
Nc1nonc1C(=O)NCCNCc1cc(Br)ccc1OCc1ccccc1F	-23	2	12	7	-10	10	93	-11	1
Cc1cccc(C)c1NC(=O)C1C2C=CC(C2)C1C(=O)NCc1ccccn1 (stereo not drawn)	-12	-2	8	-1	-12	-13	109	-11	-2
Cc1nc(-c2cccc(NS(=O)(=O)c3ccc4ccccc4c3)c2)cs1	12	-6	11	2	8	-9	66	31	10
O=C1CC(c2ccccc2)Cc2nc(N3CCc4ccccc4C3)ncc21 (stereo not drawn)	-21	/	9	1	-8	-7	102[fluorescence artefact?]	/	7
O=C(c1cnc2n(c1=O)CCS2)N1CCN(c2ccc(Cl)c(Cl)c2)CC1	-34	/	5	1	-7	-1	115	/	3
O=C(Nc1ccccc1Cl)O/N=C(/c1ccccc1)c1ccccn1	-15	/	8	-2	/	-2	/	/	/
O=C(CSc1nnnn1Cc1ccccc1)N1CCN(c2ccccc2)CC1	-13	-1	2	6	3	-13	113	13	1
Cn1nnnc1SCC(=O)NCc1cccc(C(=O)O)c1	-11	5	7	0	-8[fluorescence artefact?]	-7	107	-17	0[fluorescence artefact?]
CCCCOC(=O)CCn1[nH]c(=O)c2ccccc2c1=O	16	0	9	4	40	4	103	3	2
O=C(Oc1ccccc1)c1ccc2nsnc2c1	16	/	6	1	25	-6	92	/	19
Cc1cc(C)cc(Nc2cc(=O)n(C3CCCCC3)c(=O)[nH]2)c1	16	3	15	-2	10	-14	99	-2	8
COC(CNC(=O)C1CC(=O)N(CCc2ccccc2)C1)OC (stereo not drawn)	-9	4	5	1	0	-13	99	3	-9
COc1ccccc1C(=O)NCCc1nc2ccccc2[nH]1	-3	1	3	-2	-1[fluorescence artefact?]	-11	107	-4	5
CCc1ccc(NCCC(=O)c2ccc(Cl)cc2)cc1	4	0	7	2	/	-7	/	-5	/
COc1ccc(/C=N\NS(=O)(=O)c2ccc(Cl)cc2)cc1COc1ccccc1[N+](=O)[O-]	3	/	3	1	-3	-10	116	/	-5
COc1ccc(NC(=O)C2CCN(c3nc(C)cc(C)n3)CC2)cc1	0	/	4	-1	-1	-15	97	/	0
CCC(NS(=O)(=O)c1ccc(OC)cc1)C(=O)NCCC1=CCCCC1 (stereo not drawn)	14	0	3	3	7	2	107	-5	-2
O=C(Nc1cccc(-c2cnc3ccccc3n2)c1)c1ccccc1	13	/	6	4	/	5	/	/	/
CC(C)(C)NC(=O)C(c1ccccc1)N(C(=O)c1ccco1)C1CC1 (stereo not drawn)	-19	-1	3	-3	0[fluorescence artefact?]	-6	107	-2	9[fluorescence artefact?]

# The list goes on.
molecule	Plk1 PBD FP	CD11b adhes enh	Rev-RRE block	FAK inh	ERb SRC1 inh	PLK1 inh	ERa coact pot	Mac1 fbg inh	ERa coact inh
O=S1(=O)C=CC(Nc2ccccc2)C1 (stereo not drawn)	-8	/	3	-2	-14	-9	125	/	-1
COCCNCC(=O)C12CC3CC(CC(C3)C1)C2	0	4	2	5	28	-8	56	0	15
Cc1ccccc1S(=O)(=O)Cc1ccc(C(=O)O)o1	-13	-3	1	-1	6[fluorescence artefact?]	-2	108	17	10[fluorescence artefact?]
CCN(Cc1cc2cccc(C)c2[nH]c1=O)C(=O)c1ccccc1OC	/	0	/	/	-13	/	113	-5	-1
CCN1CCN(C(c2cc(OC)ccc2OC)c2nnnn2Cc2ccccc2)CC1 (stereo not drawn)	21	0	-2	-2	-1[fluorescence artefact?]	-10	101	-4	7[fluorescence artefact?]
O=C(C1CCCN1S(=O)(=O)c1ccc(Cl)c(Cl)c1)N1CCCCC1 (stereo not drawn)	-8	/	0	1	4[fluorescence artefact?]	-13	108	/	4
CN1C(=O)N2CN(C3CCCCC3)CN3C(=O)N(C)C1C23 (stereo not drawn)	15	-3	2	2	1	-12	72	2	7
CC(=O)N(c1ccc2oc(=O)sc2c1)S(=O)(=O)c1ccccc1	27	-3	0	3	12[fluorescence artefact?]	-6	77	-6	17[fluorescence artefact?]

# Structures listed above marked active in PLK1 inh:
molecule	Plk1 PBD FP	CD11b adhes enh	Rev-RRE block	FAK inh	ERb SRC1 inh	PLK1 inh	ERa coact pot	Mac1 fbg inh	ERa coact inh
OCCN1CCN(c2ncnc3ccc(Br)cc23)CC1	-11	-1	5	4	1	79*	106	12	6

# More structures
molecule	Plk1 PBD FP	CD11b adhes enh	Rev-RRE block	FAK inh	ERb SRC1 inh	PLK1 inh	ERa coact pot	Mac1 fbg inh	ERa coact inh
COc1ccc(C(c2nnnn2Cc2cccs2)N2CCN(c3ccccc3F)CC2)cc1 (stereo not drawn)	7	4	11	8	-1	-9	109	3	2
O=C(NCC1CCCO1)c1ccc2ccccc2n1 (stereo not drawn)	-17	-4	-3	-2	0[fluorescence artefact?]	-1	114	1	7[fluorescence artefact?]
COc1cc(OC)cc(C(=O)NC(C(=O)NCCN(C)C)C23CC4CC(CC(C4)C2)C3)c1 (stereo not drawn)	5	-2	7	-2	0	-5	96	3	-5
COCCNC(=O)C(c1ccc(F)cc1)N(Cc1ccco1)C(=O)CCC(=O)Nc1nccs1 (stereo not drawn)	-19	-2	0	-3	-2	16	114	7	8
Cc1cccc(C)c1NC(=O)CN(C)CC(=O)Nc1ccccc1Br	-7	/	4	-4	-11	-10	110[fluorescence artefact?]	/	-4
Cc1cc(C)nc(/N=C2/NC(=O)CS2)n1	-7	-3	10	9	13	10	97	-8	9[fluorescence artefact?]
N#Cc1c(N)nc2c(c1-c1ccncc1)CCCCC2	19	-1	5	1	3	-8	113	-13	-3
COc1ccc(-c2noc(N(C)CC(=O)Nc3cccc(C(F)(F)F)c3)n2)cc1	43	7	14	1	5[fluorescence artefact?]	-4	104	-2	1
CCOC(=O)Nc1ccc2c(c1)nc(CN1CCOCC1)n2C	15	1	-2	-1	2	-7	108	-16	-7
O=S(=O)(Cc1cc(-c2ccc(Cl)cc2)no1)c1ccccc1	-12	0	1	2	/	-12	/	-26	/

# 3 compounds already listed, arranged by heavy-atom count, highest first.
molecule	Plk1 PBD FP	CD11b adhes enh	Rev-RRE block	FAK inh	ERb SRC1 inh	PLK1 inh	ERa coact pot	Mac1 fbg inh	ERa coact inh
COCCNC(=O)C(c1ccc(F)cc1)N(Cc1ccco1)C(=O)CCC(=O)Nc1nccs1 (stereo not drawn)	-19	-2	0	-3	-2	16	114	7	8
COc1ccc(-c2noc(N(C)CC(=O)Nc3cccc(C(F)(F)F)c3)n2)cc1	43	7	14	1	5[fluorescence artefact?]	-4	104	-2	1
O=S(=O)(Cc1cc(-c2ccc(Cl)cc2)no1)c1ccccc1	-12	0	1	2	/	-12	/	-26	/
